phage Ecoli inh: E. coli growth loss with phage present. inhibition, % at 11.9 µM. actives 0.26% (n = 360,000). AID 651602. growth absorbance; in the data active means inhibition above about 11%
MOR-DOR inv ag: inverse agonist of human OPRM1-OPRD1 heterodimerization; actives 0.21% (n = 340,000); P35372+P41143; inhibition, % at 9.3 µM; cell-based MOR-DOR heterodimer luminescence, inverse agonism; in the data active means inhibition above about 22%, passing the limit was not always enough;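 further: 0% = cells with DMSO and 100% = wells without cells with DMSO; values of inactives mirror those of a sister screen read the other way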
Target sequence (P35372 whole entry, looked up): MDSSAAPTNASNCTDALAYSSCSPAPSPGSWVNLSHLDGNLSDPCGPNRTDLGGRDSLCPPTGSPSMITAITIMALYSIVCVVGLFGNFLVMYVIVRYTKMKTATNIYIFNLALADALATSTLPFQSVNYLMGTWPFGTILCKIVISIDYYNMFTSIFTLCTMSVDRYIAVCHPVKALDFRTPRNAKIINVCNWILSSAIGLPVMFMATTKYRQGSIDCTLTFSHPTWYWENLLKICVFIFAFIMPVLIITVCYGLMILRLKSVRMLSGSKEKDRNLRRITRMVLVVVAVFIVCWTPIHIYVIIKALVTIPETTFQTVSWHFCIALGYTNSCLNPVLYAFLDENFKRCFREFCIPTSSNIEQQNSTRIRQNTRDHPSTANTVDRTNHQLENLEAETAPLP
Target sequence (P41143 whole entry, looked up): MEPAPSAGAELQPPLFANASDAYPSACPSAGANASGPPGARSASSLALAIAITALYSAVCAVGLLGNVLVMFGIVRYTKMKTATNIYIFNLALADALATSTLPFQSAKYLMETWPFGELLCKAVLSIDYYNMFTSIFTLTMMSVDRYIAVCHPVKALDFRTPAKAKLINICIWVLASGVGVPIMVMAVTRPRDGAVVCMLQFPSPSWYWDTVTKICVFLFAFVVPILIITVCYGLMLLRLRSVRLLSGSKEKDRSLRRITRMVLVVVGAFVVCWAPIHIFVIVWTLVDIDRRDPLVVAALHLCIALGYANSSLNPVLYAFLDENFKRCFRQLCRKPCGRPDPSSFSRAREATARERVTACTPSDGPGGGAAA
Ecoli viability: counter-screen for AddAB inhibitors: E. coli growth inhibition | E. coli V3065 growth, OD600 absorbance, 18 h | inhibition, % at 11.9 µM | actives 0.27% (n = 330,000) | AID 449728;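 active means inhibition above the campaign's mean inhibition across all tested compounds plus 3 SD, cut at about 9.9% in these data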;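 further: uninfected addAB+ strain grown without phage in ampicillin broth; 0% = DMSO wells and 100% = ciprofloxacin 0.95 µg/ml wells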
OPRM1-OPRD1 ag: agonists of human mu-delta opioid receptor heterodimerization. P35372+P41143. cells, OPRM1-OPRD1 heterodimerization, luminescence. activation, % at 9.3 µM. actives 0.3% (n = 340,000). AID 504326; in the data active means activation above about 18%;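 further: 0% = vehicle-treated cells and 100% = reference agonist; values of inactives mirror those of a sister screen read the other way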
PKA-R1A activ: activators of PKA-R1A complex. P00514+P68181. PKA-R1A dissociation, Cy5-IP20 fluorescence polarization; scaled: DMSO 0%, 113 µM cGMP 100%. activation, % at 11.4 µM. actives 0.083% (n = 340,000);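 active means percent activation above the mean of all tested compounds plus 3 SD, cut at about 19% in these data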;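 further: higher means more PKAc released from R1A so a rise in polarization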
SUMO Mot1 rescue: blocks SUMOylation pathway, rescuing yeast Mot1-301 growth. growth rescue, % at 18.8 µM. S. cerevisiae Mot1-301 growth rescue, ATP luminescence, 38.5C; percent above DMSO median, 100 means doubled. actives 1% (n = 320,000);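 active means every valid replicate shows activation above 250% relative to neutral control wells; inactive means the rest, any valid replicate at or below 250%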;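 further: OY570 slx delta 5 strain wells were the positive control but not used for scaling; some compounds called inactive have numbers as strong as hits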
AddAB inh: less growth of phage-infected E. coli with AddAB; actives 0.29% (n = 330,000); inhibition, % at 11.9 µM; E. coli expressing H. pylori AddAB, absorbance growth; AID 435030; in the data active means inhibition above about 12%;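 further: 0% = vehicle wells of infected cells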
Tat transport: blocks Tat-dependent protein export in E. coli; E. coli MC4100 TorA-mCherry Tat export, fluorescence; inhibition, % at 10 µM; actives 0.036% (n = 340,000);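 active means mean replicate inhibition at least 50% and at least half of replicates individually reaching 50%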;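 further: exported cargo escapes ClpAP degradation while cytoplasmic cargo is degraded and loses fluorescence; 0% = median of neutral control wells and 100% = median of NaSCN control wells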
Arr AP2 block: blocks beta-arrestin peptide binding to AP2 adaptin. actives 0.31% (n = 340,000). FITC-arrestin peptide / GST-AP2 beads, flow cytometry; AP2 beta2 appendage carries R879A mutation. inhibition, % at 10 µM;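 active means inhibition above a set limit, near 3 SD of compounds lacking own fluorescence, cut at about 54% in these data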;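 further: plate controls were DMSO wells for no effect and 5 µM unlabelled arrestin peptide for full effect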
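Measured by: flow cytometry, FL1 (488/535 nm); Material: AP2 appendage R879A on GSH beads; Evaluation: percent response; Timing: pre-incubation 12 min, peptide binding 1 h, room temperature; Also added: 50 nM FITC-arrestin peptide; Medium: PBS with 0.05% Tween 20 and 0.1% BSA.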
PfHsp90 set2: reduces growth (ATP signal) of yeast expressing P. falciparum Hsp90; S. cerevisiae expressing PfHsp90, BacTiter-Glo ATP, 48 h; yeast lacking PDR1 and PDR3 efflux regulators; inhibition, % at 9.4 µM; actives 0.32% (n = 310,000);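 active means every replicate shows inhibition above about 80%, whatever the replicate mean, limit read from the data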;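 further: 0% = DMSO neutral controls and 100% = 20 µM radicicol positive controls; yeast relying on Plasmodium falciparum Hsp90 in place of its own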
DSG3 Ab inh: inhibitors of pemphigus antibody binding to human desmoglein-3; DSG3-coupled beads, scFv-anti-DSG3-GFP binding, flow cytometry; active compounds read low; actives 0.48% (n = 310,000); P32926; binding (percent of control), % at 10 µM; AID 588358;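 active means binding more than 3 SD below its plate's average and above zero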;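 further: hits lower antibody fragment binding to DSG3; some compounds called inactive have numbers as strong as hits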
* = called active by the depositor; . = no result given. No enrichment for hits; overall some 2.8% were active at least once.

SMILES	phage Ecoli inh	MOR-DOR inv ag	Ecoli viability	OPRM1-OPRD1 ag	PKA-R1A activ	SUMO Mot1 rescue	AddAB inh	Tat transport	Arr AP2 block	PfHsp90 set2	DSG3 Ab inh
O=C(CCCC(=O)NNC(=O)Nc1ccccc1)NNC(=O)Nc1ccccc1	1.5	.	0.7	.	.	21	2.9	-4	-13	4	103
CCCOC(=O)c1cccc(NC(=O)c2cccnc2)c1	2.8	8	3.3	-1.2	-3	-24	1.1	2	18	13	109
CC(C)n1c(O)c(N=NC(=O)Cc2csc(N3CCOCC3)n2)c2ccccc21	3.0	4	-1.0	-0.7	4	-4	-1.6	-10	11	-16	100
Cc1cs/c(=N\N=C\c2cccc([N+](=O)[O-])c2)n1Cc1ccco1	3.9	-2	0.2	0.5	5	8	1.2	-5	22	-27	103
CC(NC(=O)COC(=O)Cc1cccs1)c1ccc(F)cc1 (centres undefined)	1.4	17	.	-3.4	-3	.	.	-5	23	14	97
O=C(CCN1C(=O)S/C(=C\c2ccc(F)cc2)C1=O)Nc1ccc(C(=O)O)c(O)c1	0.2	-1	-2.8	0.2	-2	4	0.8	-8	7	8	98
c1ccc(CCCN2CCOCC2)cc1	3.5	11	.	-2.3	-1	17	.	23	-2	-3	126
CC1CCCC(C)N1C(=O)CSc1nnc(-c2ccco2)n1C (centres undefined)	0.6	14	-0.9	-3.4	4	3	-2.1	4	5	-3	112
COc1cccc(Cn2cccc(NC(=O)Nc3ccccc3C)c2=O)c1	4.6	-12	-0.9	2.4	1	-9	1.5	1	0	-11	101
Cc1ccc(NC(=S)C2=C(O)c3ccccc3N(C)S2(=O)=O)cc1	0.8	19	1.3	-3.5	-12	87	-1.5	-6	7	.	100
O=C(CNS(=O)(=O)N1CCOCC1)N/N=C/c1cccnc1	5.0	17	-1.2	-3.6	1	3	3.0	-13	10	15	97
O=C(NCC(=O)N(CC1CCCO1)C(C(=O)NC1CCCCC1)c1ccc(F)cc1)c1ccco1 (centres undefined)	2.9	1	1.3	-0.1	1	68	1.5	7	9	10	94
COc1ccc(N2CC(C(=O)N[C@@H](C)C(=O)N[C@H](CO)c3ccccc3)CC2=O)cc1 (some centres undefined)	0.3	14	2.2	-2.8	-2	-21	5.0	-5	5	-4	96
COc1cc(/C=C(\C#N)c2nc3ccccc3n2C)cc(OC)c1O	-1.6	-27	0.5	5.8	-16	0	5.2	-6	-2	-79	98
Cc1ccc(N(CC(=O)NC(C)c2ccccc2)S(=O)(=O)c2c(C)noc2C)cc1 (centres undefined)	1.6	-4	0.1	0.8	1	0	3.9	3	-9	22	116
COc1ccc(-c2nc(CSCC(=O)N3CCc4ccccc43)c(C)o2)cc1OC	0.9	13	-1.7	-2.6	-2	1	4.0	-7	-2	.	.
O=C(C1CCCCC1)N1CCC(c2nc3c(nnn3Cc3c(F)cccc3Cl)c(=O)[nH]2)CC1	-1.8	-8	0.5	1.4	-5	4	0.6	3	3	-8	102
C/C(=N\NC(=O)c1ccc(C)cc1C)c1ccc2c(c1)Nc1ccccc1S2	5.0	-52	0.0	9.9	2	4	0.6	7	15	.	110
CCN(CC)C(=O)Cn1cnc2sc(C(=O)N3CCN(c4ccc(F)cc4)CC3)c(C)c2c1=O	1.5	12	-1.4	-2.3	-7	-6	0.2	2	-13	-32	98
CC1CC(C)CN(C(=O)C(C)N2CCN(S(=O)(=O)c3ccc(Br)s3)CC2)C1 (centres undefined)	2.8	7	0.5	-1.8	-6	-10	-0.2	-1	-10	5	100
Cn1cc(C(=O)c2ccc(Cl)cc2Cl)cc1C(=O)O	0.9	8	0.3	-1.4	-13	-6	1.9	-8	1	15	.
CC(C)[C@H](NC(=O)c1ccco1)C(=O)OCC(=O)c1ccc(Br)s1	0.5	12	1.1	-2.2	0	-5	-0.3	-6	-9	.	90
Cc1cc(OC(C)C(=O)N(Cc2ccco2)C2CCS(=O)(=O)C2)cc(C)c1Cl (centres undefined)	.	7	0.9	-1.1	-10	8	-3.5	-6	14	-6	95
Cc1ccc(S(=O)(=O)Cc2csc(N)n2)cc1	2.2	3	-0.8	-0.6	5	-8	0.4	3	5	-4	105
O=C(CN1CCOCC1)Nc1ccccc1	2.0	-7	-1.1	1.3	-9	4	2.3	-12	-8	-12	104
COc1ccccc1CNC(=O)CCCn1c(=O)c2ccccc2n(CC(=O)NC2CCCC2)c1=O	-0.4	12	-3.1	-2.6	11	0	0.6	6	-4	6	.
CC(=O)N1c2ccc(S(=O)(=O)N3CCCC(C(=O)Nc4cccc(Cl)c4)C3)cc2CC1C (centres undefined)	2.6	-9	0.1	1.8	-4	-13	2.2	15	2	3	96
O=C(Cc1ccccc1)c1ccccc1C(=O)N1CCCCC1	1.5	8	1.4	-1.8	4	15	-0.9	-5	-2	-4	96
CC1CCC(NC(=O)CNC(=O)c2ccc3ccccc3c2)CC1 (centres undefined)	6.2	6	-0.1	-1.1	3	5	-0.7	1	13	-8	90
O=C(CCCC(=O)OCC(Cl)=C(Cl)Cl)Nc1ccc(F)cc1	3.4	-1	-1.6	0.2	-22	-7	-1.0	3	-2	7	84
N#Cc1ccc(C(=O)OCC(=O)NC2CCCC2)cc1	0.8	9	-1.0	-1.8	5	-26	1.7	-8	6	-28	108
N#CCC(=O)Nc1ccc(C(=O)OCC(=O)NCc2ccc3c(c2)OCO3)cc1	0.3	4	-1.2	-0.9	7	9	0.9	-1	-6	-2	99
Cc1ccc(C2C(C#N)=C(N)Oc3n[nH]c(-c4ccccc4)c32)o1 (centres undefined)	3.5	-14	-0.7	2.9	1	-12	4.2	-4	6	.	120
O=C(COC(=O)Cc1ccsc1)NCc1ccccc1	5.1	-1	1.9	0.2	5	2	4.6	5	1	14	94
COCCn1c(SCC(=O)Nc2cc(C)on2)nc2cc(Cl)ccc2c1=O	0.4	11	-2.8	-2.7	3	-10	2.8	4	-6	-13	75
Cc1nn(-c2ccccc2)c2[nH]c(=O)c(CNCCN3CCOCC3)cc12	1.3	-3	-4.4	0.4	-5	-10	-3.1	-4	2	-4	.
O=C(Cn1cnc2ccccc21)N/N=C/c1ccccc1	4.1	.	3.5	.	3	.	0.7	-12	-7	-17	98
S=c1[nH]ncn1/N=C/c1ccccn1	2.8	9	0.5	-1.7	-12	5	0.9	-1	-5	.	99
Cc1cccc(C)c1NC(=S)NCCCN1CCCC1=O	0.7	-9	1.9	1.6	-7	0	0.9	14	13	5	100
Cc1cccc(/N=C2/NC(=O)C(Cc3ccccc3)S2)n1 (centres undefined)	-2.3	-39	0.6	7.5	-5	-29	0.7	6	24	-22	97
CCC(=O)[C@@]1(C)[C@H](C)C[C@H]2[C@@H]3CCC4=CC(=O)C=C[C@]4(C)[C@H]3[C@@H](O)C[C@@]21C	4.3	6	-0.9	-1.1	6	-15	-3.0	3	2	-19	89
Cc1ccc(S(=O)(=O)N2CCOCC2)cc1C(=O)Nc1nc(-c2ccccn2)cs1	2.4	15	-6.1	-3.4	9	1	-6.6	8	3	-14	94
O=C(NCc1ccccc1)c1sc(=S)n2c1[nH]c(=O)c1ccccc12	15*	11	-2.0	-2.1	-6	-14	3.8	-4	9	.	105
CCCNC(=O)c1ccccc1NC(=O)CSCc1ccc(OC)cc1	0.9	19	0.7	-3.5	4	29	2.1	-10	-6	16	99
C=CCNc1nc(Nc2cc(Cl)ccc2OC)nc(OC)n1	-0.5	11	-0.7	-2.3	-4	-5	3.7	4	-12	-3	99
CN(NS(=O)(=O)c1ccccc1)C(=O)c1ccccc1	0.5	16	.	-3.1	-2	.	.	-14	-5	-18	110
COCCn1c(SCC(=O)NCc2ccc(F)cc2)nc2ccccc21	0.3	1	-0.1	-0.1	1	128	1.0	-9	-6	-4	101
Cc1noc(NS(=O)(=O)c2ccc(NC(=O)c3ccc(F)cc3)cc2)c1C	3.2	7	-1.8	-1.4	0	-10	1.2	3	-1	.	90
CCOC(=O)c1[nH]c2c(c1C)C(=O)CC(c1ccc(F)cc1)C2 (centres undefined)	2.4	9	-0.3	-1.7	1	3	3.5	2	-7	-15	109
Cc1ccnc(NC(=O)CCc2c[nH]c3ccccc23)c1	2.2	2	1.0	-0.3	6	-6	-2.6	-5	6	-13	104
O=S(NCc1ccco1)C12CC3CC(CC(C3)C1)C2 (centres undefined)	0.2	12	-0.9	-2.6	-14	2	4.7	2	24	-22	.
CCc1ccc(NS(=O)(=O)c2cc(OC)ccc2OC)cc1	1.6	-21	-1.2	3.4	-11	-14	-0.1	1	-6	-1	95
O=C(CNC(=S)N(Cc1ccccc1)Cc1cccnc1)N1CCOCC1	-0.6	8	1.2	-1.8	-5	103	3.5	-9	38	12	96
N#CCCn1cc(/C=N/NC(N)=S)c(-c2ccc(-c3ccccc3)cc2)n1	1.7	2	1.0	-0.3	-9	17	1.1	-2	23	-7	98
CC(C)(C)CC(=O)NCCCN1CCOCC1	2.2	1	-0.8	-0.3	3	-3	3.3	1	-1	.	112
CC(=O)c1ccc(NC(=O)c2cccc(NC(=O)c3ccccc3)c2)cc1	2.1	-1	-0.6	0.3	6	5	0.9	-1	-1	12	115
COc1ccc(C(=O)NCCCCCC(=O)O)cc1OC	1.6	7	-3.8	-1.3	6	8	3.0	-7	6	3	.
CC(C)(CNC(=O)c1cc2ccccc2o1)N1CCOCC1	2.5	-2	0.9	0.3	-1	-15	3.0	3	-12	.	.
Cc1ccc(S(=O)(=O)CCC(=O)Nc2ccccc2N2CCCC2)cc1	-1.1	12	-1.6	-2.7	0	11	0.3	-1	31	31	86
Cc1c(C)n(C)c2ccc(C(=O)NCc3cccs3)cc12	2.1	4	1.6	-0.6	8	50	2.6	-8	-4	23	144

Just MOR-DOR inv ag, DSG3 Ab inh and SUMO Mot1 rescue, for some of the entries so far:
mol | MOR-DOR inv ag | DSG3 Ab inh | SUMO Mot1 rescue
O=C(CNC(=S)N(Cc1ccccc1)Cc1cccnc1)N1CCOCC1 | 8 | 96 | 103
N#CCCn1cc(/C=N/NC(N)=S)c(-c2ccc(-c3ccccc3)cc2)n1 | 2 | 98 | 17

(cont.)
SMILES	phage Ecoli inh	MOR-DOR inv ag	Ecoli viability	OPRM1-OPRD1 ag	PKA-R1A activ	SUMO Mot1 rescue	AddAB inh	Tat transport	Arr AP2 block	PfHsp90 set2	DSG3 Ab inh
CCN(CC)S(=O)(=O)c1cccc(NC(=O)COC(=O)c2cncc(Br)c2)c1	1.8	11	-1.2	-2.2	-4	10	0.3	0	2	16	118
COc1cccc(-n2sc3c(c2=S)-c2cc(OC)ccc2NC3(C)C)c1	2.1	-27	1.7	4.8	-1	-11	2.7	8	8	-20	99
CCc1ccc(OCc2nnc(SCC(=O)N3CCOCC3)o2)cc1	5.0	4	-1.8	-0.8	1	125	3.5	0	-7	-18	97
CNC(=O)C(NC(=O)Nc1ccc(C)cc1)C(C)(C)C (centres undefined)	2.4	7	0.0	-1.5	-2	10	2.2	-1	-5	9	101

Compound activity deposited in PubChem by several laboratories.
